Mito fusion yeast: mitochondrial division inhibition or fusion activation. S. cerevisiae fusion-defective mutant growth rescue, CellTiterGlo 48 h. Potency, µM (series often up to 46.1 µM), without a hit: at the highest dose growth rescue (activation), usual class: activators. 0.23% of 320,000 active;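 also: potency is read from the fitted curve at half-maximal effect; % of control where 0% means no effect; nearly all actives have a fitted effect of over 45% in size; temperature-sensitive fusion mutants such as fzo1-1 at 37 °C on non-fermentable ethanol glycerol medium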
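Read-out: ATP-based luminescence (CellTiterGlo, 10 min ambient) reporting growth of fusion-defective ts yeast after 48 hours at 37C on glycerol/ethanol YPEG medium in the presence of compound.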
Gal4-VP16 FLuc: inhibits Gal4-VP16 luciferase reporter, ROR gamma counter-screen; Drosophila S2 Gal4-VP16 UAS-luciferase, luminescence, 20 h; Potency, µM (top dose mostly 53.6 µM), inactives show at the highest dose activity, negative = inhibition, usual class: inhibitors; 3.5% of 310,000 active; AID 2546;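 also: Gal4-VP16 expression switched on by copper sulfate through the metallothionein promoter; potency is read from the fitted curve at half-maximal effect; % is scaled to controls: 0 for no effect and ±100 for the full control effect; nearly all actives have a fitted effect of over 50% in size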
MBNL1-CUG inh: inhibitors of human MBNL1 binding to CUG repeat RNA; TR-FRET MBNL1-His/biotin-(CUG)12 binding, 665/545 ratio; Potency, µM (titrated, usually from 57.5 µM), for inactives: at the top dose activity change, negative = inhibition, actives largely listed as inhibitors; 0.036% of 280,000 active; AID 2675; active = well fitted inhibition curve with a large enough effect in the signal ratio, with a control signal flat, not every such curve was filed as active; inconclusive = small, poorly fitted or top-dose-only effect, or effect the other way, or a change in a side signal; inactive = no such curve, though single readings can be large or run the other way; the % refers to the signal ratio; also: potency is read from the fitted curve at half-maximal effect; % is scaled to controls: 0 for no effect and ±100 for the full control effect
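TR-FRET between His-tagged MBNL1 and biotin-(CUG)12 RNA, detected with Tb anti-His antibody (0.055 ng/ul) and streptavidin-XL665 (5 nM), 60 min at room temperature. Compounds titrated 92 nM to 58 uM; 665/545 nm ratio normalized to buffer and complex controls.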
PKM2 activator: PKM2 (human) enzyme activation | purified PKM2, Kinase-Glo ATP luminescence, activation; response scale: 0% is enzyme alone, no compound | AID 1631 | 0.34% of 260,000 active | P14618 | Potency, µM (top dose mostly 57.5 µM), without a hit: at the top dose activation, most hits filed as activators; also: potency is read from the fitted curve at half-maximal effect; % is scaled to controls: 0 for no effect and ±100 for the full control effect; nearly all actives have a fitted effect of over 55% in size
Target sequence (P14618 whole entry, looked up): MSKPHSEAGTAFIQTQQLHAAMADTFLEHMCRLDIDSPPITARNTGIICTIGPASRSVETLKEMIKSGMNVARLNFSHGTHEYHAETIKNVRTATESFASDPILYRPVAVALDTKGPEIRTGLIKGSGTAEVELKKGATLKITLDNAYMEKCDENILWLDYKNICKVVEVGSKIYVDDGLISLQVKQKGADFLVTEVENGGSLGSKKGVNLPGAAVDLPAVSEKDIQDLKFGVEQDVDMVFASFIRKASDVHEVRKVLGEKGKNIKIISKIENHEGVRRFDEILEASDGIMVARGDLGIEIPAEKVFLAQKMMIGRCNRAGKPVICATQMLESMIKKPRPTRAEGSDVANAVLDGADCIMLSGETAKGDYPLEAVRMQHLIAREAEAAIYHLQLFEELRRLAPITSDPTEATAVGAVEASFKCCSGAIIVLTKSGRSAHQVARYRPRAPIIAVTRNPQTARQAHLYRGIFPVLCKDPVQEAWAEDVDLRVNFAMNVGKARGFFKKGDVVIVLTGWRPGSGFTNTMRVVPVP
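Purified hPK-M2 (>95%) run at intermediate activity with 0.1 mM ADP and 0.5 mM PEP in 50 mM imidazole pH 7.2, KCl, MgCl2; 1 h room temperature. ATP formed read by Kinase-Glo luminescence; normalized to uninhibited and no-enzyme controls.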
NPC1 promoter act: activators of NPC1 promoter; Huh7 NPC1 promoter luciferase reporter, 24 h; Potency, µM (series often up to 9.22 µM), without a hit: at the top dose activation, actives largely listed as activators; 2.4% of 320,000 active;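 also: potency is read from the fitted curve at half-maximal effect; % of control where 0% means no effect; nearly all actives have a fitted effect of over 60% in size; reporter is driven by a mutant NPC1 promoter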
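NPC1 promoter–luciferase Huh7 cells; 24 h compound; luminescence.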
Menin MLL FP TR: inhibitors of human menin-MLL interaction, mutant MLL peptide; Menin + Texas Red MLL mutant peptide, fluorescence polarization; Potency, µM (top dose mostly 61.6 µM), without a hit: at the highest dose FP activity change, negative = inhibition, actives largely listed as inhibitors; 0.23% of 270,000 active; AID 1768; active = well fitted inhibition curve with a large enough effect in the polarisation, with a control signal flat, not every such curve was filed as active; inconclusive = small, poorly fitted or top-dose-only effect, or effect the other way, or a change in a side signal; inactive = no such curve, though single readings can be large or run the other way; the % refers to the polarisation; also: potency is read from the fitted curve at half-maximal effect; % of control where 0% means no effect; many of its hits are not listed in these tables
Target sequence (O00255 whole entry, looked up): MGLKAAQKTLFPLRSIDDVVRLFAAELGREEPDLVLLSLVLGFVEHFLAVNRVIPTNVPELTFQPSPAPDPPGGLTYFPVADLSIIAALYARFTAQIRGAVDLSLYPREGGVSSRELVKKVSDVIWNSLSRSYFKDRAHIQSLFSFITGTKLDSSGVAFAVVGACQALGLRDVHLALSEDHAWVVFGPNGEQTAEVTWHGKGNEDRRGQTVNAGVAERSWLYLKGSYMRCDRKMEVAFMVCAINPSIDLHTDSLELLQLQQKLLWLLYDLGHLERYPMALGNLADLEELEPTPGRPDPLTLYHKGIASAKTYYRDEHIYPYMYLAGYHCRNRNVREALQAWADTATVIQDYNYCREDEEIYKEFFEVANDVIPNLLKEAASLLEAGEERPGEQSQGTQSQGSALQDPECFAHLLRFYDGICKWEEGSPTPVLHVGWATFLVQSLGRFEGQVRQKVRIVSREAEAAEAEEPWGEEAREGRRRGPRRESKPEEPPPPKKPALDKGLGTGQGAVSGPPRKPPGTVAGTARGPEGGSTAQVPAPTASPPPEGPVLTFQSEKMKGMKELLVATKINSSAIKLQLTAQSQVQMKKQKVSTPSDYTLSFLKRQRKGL
Rab9 prom act: activators of Rab9 promoter. Huh7 Rab9 promoter-luciferase reporter, luminescence, 24 h. Potency, µM (titrated, usually from 9.22 µM), for inactives: at the highest dose activation, negative = inhibition, usual class: activators. 2.8% of 320,000 active. AID 485297; also: potency is read from the fitted curve at half-maximal effect; % of control where 0% means no effect; nearly all actives have a fitted effect of over 60% in size
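Cells were plated at 1500 per well in reduced-serum medium with 10% FBS and left 2 h. Compound in DMSO was then added for 24 h at 37 °C. Reporter signal was read by luminescence after 10 min with luciferase detection reagent.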
RORgamma inh: ROR gamma (mouse) transcription inhibition. P51450. Drosophila S2 Gal4-RORgamma UAS-luciferase reporter, 20 h. Potency, µM (top dose mostly 53.6 µM), without a hit: top-dose activity change, negative = inhibition, usual class: inhibitors. 5.4% of 310,000 active; also: potency is read from the fitted curve at half-maximal effect; % is scaled to controls: 0 for no effect and ±100 for the full control effect; nearly all actives have a fitted effect of over 60% in size
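Drosophila Schneider cells stably carrying a metallothionein-driven Gal4 DBD–ROR gamma fusion and a UAS-Photinus luciferase reporter were exposed to compound for 1 hr, then induced with copper sulfate (700 uM final) for 20 hr at ambient temperature before luminescence reading.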
KCNH2 3.1 inh: KCNH2 3.1 (human) potassium channel inhibition; U2OS KCNH2 3.1, thallium flux FluxOr; active compounds read low; activity change, % (tested at about 1.8 µM); 0.95% of 340,000 active; AID 720553;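 active = maximum activity change below -70%; inconclusive = maximum activity change from -70% to -50%; inactive = maximum activity change above -50%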;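 also: thallium influx rate constant from kinetic fluorescence after stimulation buffer; % is scaled to controls: 0 for no effect and ±100 for the full control effect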
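Channel expression came from 3.1 mutant virus (1.77 x 10^8 /mL) applied to suspended U2OS cells for 4 h. Flux was tracked with FluxOr dye plus Red40 quencher, and kinetic rate constants normalized to controls.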
ELG1 repair inh: ELG1-dependent DNA repair inhibition | HEK293T ELG1-luciferase reporter, luminescence, 16 h; DNA damage induced by 5-fluorouridine | 2.3% of 330,000 active | Potency, µM (highest dose often 46.1 µM), for the others: at the top dose activity change, negative = inhibition, actives largely listed as inhibitors; also: potency is read from the fitted curve at half-maximal effect; % is scaled to controls: 0 for no effect and ±100 for the full control effect; nearly all actives have a fitted effect of over 55% in size
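DMSO vehicle served as the neutral condition. Each well held 2,000 cells given 5-fluorouridine plus compound; after 16 hr at 37 °C/5% CO2, ONE-Glo was added and luciferase measured 30 min later.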
FLuc counter: inhibits or activates purified firefly luciferase, miR-21 counter-screen | purified FLuc, Km substrates, luminescence inhibition | Potency, µM (doses to about 57.5 µM), for inactives: at the top dose activity change, negative = inhibition, hits mostly inhibitors | 6.9% of 360,000 active | AID 588342;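 also: potency is read from the fitted curve at half-maximal effect; plate controls were vehicle for no effect and reference inhibitor for full effect; nearly all actives have a fitted effect of over 55% in size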
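Biochemical qHTS of compounds, final roughly 60 µM downward over six points, against 10 nM purified firefly luciferase using Km concentrations of substrates (10 uM D-luciferin, 10 uM ATP) in Tris acetate pH 7.5 buffer; luminescence output.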
* hit, by the source's call; ? = inconclusive; nt = no result given; [ ] = remark or other dose. Unless noted, calls follow the shape of the dose curve; as a rule, active = well fitted curve in the direction sought with a large enough effect; inconclusive = small, poorly fitted or top-dose-only effect, or another doubt; inactive = no such curve, though single readings can be large; an effect the other way counts as inactive or inconclusive. Not all compounds are listed; count on the stated rates, not on these rows.

Molecule	FLuc counter	Menin MLL FP TR	MBNL1-CUG inh	NPC1 promoter act	RORgamma inh	ELG1 repair inh	Rab9 prom act	KCNH2 3.1 inh	Mito fusion yeast	PKM2 activator	Gal4-VP16 FLuc
CC(C)c1ccc(C2(C)NC(=O)N(CC(=O)NCC3COc4ccccc4O3)C2=O)cc1 (stereo not given)	-2%	nt	nt	-5%	nt	?	-2%	-4	-1%	nt	nt
FC(F)(F)c1cc(NC2CCCCC2)ccn1	-8%	-19%	-6%	1%	?	8.2µM*	-3%	11	-1%	nt	-9%
CC(=O)Nc1ccc(S(=O)(=O)Oc2ccc(C=O)cc2)cc1	1%	1%	nt	-3%	-1%	1%	-5%	-4	-4%	-4%	6%
CN(C)c1cc[n+](/C(C(=S)Nc2ccc(SC(F)F)cc2)=C(/[O-])c2ccccc2)cc1	1%	31%[activator]	-1%	-6%	?	-24%	1%	-10	1%	0%	-17%
COC(=O)c1cccc(NC(=O)CSc2nnc(-c3ccco3)o2)c1	5%	25%	2%	-5%	-31%	15%	-1%	-10	1%	0%	1%
COc1cccc(CN2CCNC(=O)C2CC(=O)NC2Cc3ccccc3C2)c1 (stereo not given)	6%	0%	5%	-9%	3%	-1%	-3%	-4	4%	2%	17%
COC(=O)c1cccc(NC(=O)/C(=C\c2ccccc2)NC(=O)c2ccccc2Cl)c1	0%	-10%	7%	-3%	-13%	?	13%	-3	0%	0%	-6%
CC1CCN(C(=O)CSc2ccc(-c3ccccc3)nn2)CC1	-14%	-16%	3%	0%	-2%	-15%	-2%	10	-1%	-1%	-5%
COc1ccc(NC(=O)c2ccc(-c3ccc(C)c4ccccc34)o2)cc1	?	3%	7%	4%	-5%	14%	10%	-15	7%	0%	-21%
CC1(C)Oc2ccc(C(=O)NN)cc2NC1=O	6%	-2%	-6%	1%	-44%	13%	-8%	-2	-3%	11%	4%
Nn1c(SCc2ccccc2)nc2c(cnn2-c2ccccc2)c1=O	11µM*	-4%	-3%	?	?	?	3.2µM*	24	-2%	-5%	?
CCOC(=O)CSc1nnc([C@H](CC(C)C)NC(=O)OC(C)(C)C)o1	0%	-20%	10%	-1%	13µM*	17%	-2%	8	-1%	5%	2%
CSCCC(C(=O)N1C[C@]2(C)C[C@H]1CC(C)(C)C2)N1C(=O)c2ccccc2C1=O (stereo not given in full)	3%	?	-1%	-2%	14%	-7%	-3%	-13	8%	4%	2%
CCCCN(C)C(=O)C(Cc1ccccc1)NS(=O)(=O)c1ccc2c(c1)CCC(=O)N2 (stereo not given)	7%	-2%	2%	3%	39%	-8%	-11%	-1	0%	2%	-10%
COc1cccc(C(=O)NC(=S)Nc2ccc(Cl)cc2C(=O)O)c1	?	nt	6%	3%	10µM*	-7%	3%	2	5%	-6%	7.1µM*
CC(C)C[C@H](NC(=O)C1CC(=O)N(c2ccc3c(c2)OCCO3)C1)C(=O)N1CCCCC1 (stereo not given in full)	0%	1%	2%	1%	1%	9%	1%	-3	-10%	-3%	5%
CCc1c(O)nc(SCC(=O)Nc2ccccc2OC)n(-c2ccccc2C)c1=O	3%	nt	-8%	0%	15%	7%	-1%	1	6%	nt	-8%
O=C(NC1CCCN(C2Cc3ccccc3C2)C1)c1ccc(F)cc1Cl (stereo not given)	1%	-10%	4%	-2%	-18%	1%	-3%	-41	-17%	nt	6%
CO/N=C(\c1nonc1N)N1CCN(c2ccc([N+](=O)[O-])cc2Cl)CC1	-4%	?	?	-4%	-11%	?	-4%	-5	0%	-11%	-13%
CCOC(=O)c1c[nH]c2c(Cl)ccc(Cl)c2c1=O	1%	-5%	19%	0%	4%	-1%	1%	0	1%	-3%	1%
NS(=O)(=O)c1ccc(NNC(=O)c2ccc(F)cc2F)cc1	2%	nt	-3%	1%	4%	5%	-6%	-12	-2%	-2%	-4%
CCOc1ccc(-c2cc(C(=O)NN=C3CCN(C)CC3)[nH]n2)cc1	?	-9%	-2%	-3%	?	?	-4%	2	10%	2%	?
COc1cccc(CC(=O)OC(C)C(=O)NCc2ccc3c(c2)OCO3)c1 (stereo not given)	-2%	nt	nt	0%	nt	9%	4%	-1	8%	nt	nt
CC(C)c1[nH]nc2c1C(c1cccs1)C(C#N)=C(N)O2 (stereo not given)	3%	3%	-4%	-3%	-30%	-19%	-1%	2	-2%	-2%	-22%
Clc1ccc(-c2nnc3n2CCCC3)cc1	0%	-22%	2%	-1%	-18%	0%	1%	0	1%	-3%	1%
On1nnc2ccc3ccccc3c21	4%	-13%	-11%[11.5 µM]	-1%	-12%	-9%	-4%	26	0%	-1%	-9%
CCCCN(C(=O)c1cc2c(s1)CCC2)c1c(N)n(CCCC)c(=O)[nH]c1=O	-2%	nt	nt	0%	nt	19%	2%	-22	-2%	nt	nt
O=C(NCc1ccccc1)c1ccc2nc(-c3ccco3)c(-c3ccco3)nc2c1	?	?	?	-1%	2%	?	11%	-18	1%	23%	8%
CCN(CC)CCn1c(NCc2ccc(C)o2)nc2ccccc21	3%	-2%	-17%	2%	0.5µM*	-22%	-5%	-8	-4%	-2%	3%
Cc1cc(-c2ccc(Cl)cc2Cl)c(C#N)c(=O)[nH]1	-12%	nt	?	12%	18%	?	16%	7	-3%	-13%	-14%
COCCCn1c(=S)[nH]c2ccc(N3CCOCC3)cc2c1=O	?	9%	6%	0%	?	2%	0%	4	-4%	28%	?
CN(C)CCNCCCOc1ccccc1-c1ccccc1	0%	-17%	0%	-4%	-40%	-3%	-17%	nt	-14%	1%	2%
N#CC(C(=O)NC1CC1)c1nc2ccccc2nc1N1CCN(C/C=C/c2ccccc2)CC1 (stereo not given)	2%	-1%	2%	0%	2%	4%	-2%	-86*	2%	-3%	0%
CCc1ccc2[nH]c(=O)c(C(c3nnnn3Cc3ccc(OC)cc3)N3CCOCC3)cc2c1 (stereo not given)	3%	-21%	4%	0%	-8%	-4%	1%	16	1%	-3%	-7%
O=C(O)c1c(C(=O)N2N=C3/C(=C/c4ccccc4)CCCC3C2c2ccccc2)cccc1[N+](=O)[O-] (stereo not given)	?	-8%	11%	4%	14%	7%	5%	5	8%	1%	-4%
CC(=O)NC(Cc1ccc(C)cc1)C(=O)NC1CCN(C(=O)c2ccc([N+](=O)[O-])cc2)CC1 (stereo not given)	-1%	-12%	nt	-1%	13%	10%	-8%	7	-1%	-8%	-11%
CCOC(=O)c1cnc2ccc(C)cc2c1NCCO	-10%	-19%	-13%	-1%	-22%	-29%	-3%	5	-14%	6%	-16%
CCC(C)(C)NC(=O)c1ccc(S(=O)(=O)N(C)c2ccccc2OC)cc1	0%	-22%	4%	nt	20%	nt	nt	-3	0%	0%	1%
CC(C)c1nc2oc3c(=O)[nH]cnc3c2c2c1CCC2	4%	2%[11.7 µM]	-6%	1%	-38%	0%	-2%	5	-4%	1%	5%
Nc1c(C(=O)NCCN2CCOCC2)c2nc3ccccc3nc2n1CCc1ccccc1	0%	-14%	?	-4%	33%	?	-6%	-10	-20%	2%	-13%
O=C(c1cc(-c2ccncc2)nc2ccc(Cl)cc12)N1CCN(Cc2ccc3c(c2)OCO3)CC1	?	-9%	5%	-1%	0%	15µM*	-9%	6	-2%	3%	-13%
Cc1ccc([N+](=O)[O-])c(OCC(=O)OCC(=O)c2ccccc2)c1	4%	26%	?	-3%	0%	-5%	4%	-4	-3%	-1%	5%
COc1ccc(NC(=O)CCCNC(=O)Cn2cnc3sc4c(c3c2=O)CCCC4)cc1OC	2%	1%	-1%	-7%	12%	-18%	2%	0	-5%	3%	-16%
Cc1cc(C)cc(NS(=O)(=O)Cc2ccccc2)c1	0%	-1%	-5%	1%	0%	10%	3%	-6	-3%	3%[11.5 µM]	5%
Cc1cccc(C(=O)NNC(=O)c2cccc(C)c2)c1	2%	-2%	-25%[11.5 µM]	-7%	21%	9%	1%	0	6%	1%	6%
Nc1nc(-c2ccccc2)nn1C(=O)c1ccco1	5%	-4%	-12%	0%	-16%	-4%	-5%	4	-16%	-1%	21%[10 µM]
COc1ccc(Cl)cc1NC(=O)CCN1CCN(C)CC1	1%	7%	-3%	-3%	-14%	12%	-3%	-1	-2%	-3%	2%
